KB-3-1 cytotox – qHTS assay for MDR1-selective chemotherapeutics: Primary screen using the parental adenocarcinoma cell KB-3-1 | KB-3-1 viability, CellTiter-Glo ATP luminescence, 72 h | Potency, µM (highest dose often 46.1 µM), without a hit: at the highest dose activity change, negative = cytotoxic, usual class: cytotoxic | 400,000 compounds, 1.4% hits; note: potency is the fitted concentration of half-maximal effect; % is set by controls: 0 for no effect and ±100 for the full control effect; nearly all actives have a fitted effect of over 60% in size
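Parental KB-3-1 viability, qHTS format: 72 h compound exposure, 37 °C; CellTiter-Glo; media-only wells and DMSO plates as controls; concentration-effect fits on corrected data.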
SW480 rerep – A quantitative high throughput screen for small molecules that induce DNA re-replication in SW480 colon adenocarcinoma cells; SW480 DNA re-replication, Hoechst DNA content imaging, 48 h; Potency, µM (top dose mostly 46.1 µM), without a hit: top-dose re-replication activation, usual class: activators; 340,000 compounds, 1.8% hits; note: potency is the fitted concentration of half-maximal effect; % of control where 0% means no effect; nearly all actives have a fitted effect of over 55% in size
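Per well, 250 cells were exposed to pinned compound for 48 hr. Nuclear DNA was visualised with Hoechst (40 min, 37 C) and total object intensity recorded by fluorescence scanning.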
HepG2 viability – qHTS for Inhibitors of TGF-b: Cytotox Counterscreen | HepG2 CAGA-GFP viability, ATP luminescence, 18 h | Potency, µM (doses to about 46.1 µM), for inactives: at the top dose activity change, negative = cytotoxicity, actives largely listed as cytotoxic | AID 588856, 2011 | 410,000 compounds, 0.76% hits; note: potency is the fitted concentration of half-maximal effect; some results filed as inactive show a strong effect at the top dose
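HepG2 CAGA-GFP cells (1000/well, DMEM with 1% FBS) received compound, then TGF-beta at 500 pg/mL final, and were incubated 18 hours at 37 degrees C. Viability was read by CellTiter-Glo luminescence. Media-only wells were set as complete cell-killing and DMSO as no toxicity.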
S2 tox – Viability Counterscreen for Primary qHTS for Inhibitors of ATXN expression. Potency, µM (titrated, usually from 56.7 µM), actives largely listed as cytotoxic. AID 651635, 2014. 400,000 compounds, 0.49% hits. S2 cells (HEK-293 line with an ATXN2-luciferase reporter) viability, CellTiter-Fluor protease fluorescence, 24 h; note: potency is the fitted concentration of half-maximal effect; nearly all actives have a fitted effect of over 40% in size
HT1080-NT tox – qHTS for induction of synthetic lethality in tumor cells producing 2HG: qHTS for the HT-1080-NT fibrosarcoma cell line; HT-1080-NT fibrosarcoma viability, CellTiter-Glo ATP luminescence, 48 h; Potency, µM (top dose mostly 46.1 µM), for inactives: at the highest dose activity, negative = less viability, usual class: cytotoxic; 360,000 compounds, 1.6% hits;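 note: NT is the 2HG producing partner of a matched IDH1 knockdown line; potency is the fitted concentration of half-maximal effect; 0% = DMSO-treated cells and -100% = media-only wells without cells; nearly all actives have a fitted effect of over 55% in size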
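Viability by CellTiter-Glo luminescence after 48 h compound exposure at 37C of HT-1080-NT cells (750/well, RPMI, 5% FBS). % activity scaled between DMSO wells and medium-only wells, then curve-fitted and categorized by curve class.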
ATXN2 expr inh – Primary qHTS for Inhibitors of ATXN expression. HEK-293 ATXN2-luciferase reporter, luminescence, 24 h. Potency, µM (top dose mostly 57 µM), inactives show at the highest dose activity change, negative = inhibition, most hits filed as inhibitors. 360,000 compounds, 0.72% hits; note: potency is the fitted concentration of half-maximal effect; % is set by controls: 0 for no effect and ±100 for the full control effect; nearly all actives have a fitted effect of over 55% in size
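qHTS (up to 57 uM final) was run with 24 h compound exposure of reporter cells at 37 °C. Each well was multiplexed: SteadyGlo luminescence measured ATXN2-luciferase expression after a fluorogenic Gly-Phe-AFC viability readout (25 uM final).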
IL-1B inflam inh – qHTS for Inhibitors of Inflammasome Signaling: IL-1-beta AlphaLISA Primary Screen; THP-1 LPS/ATP IL-1B secretion, AlphaLISA, 16 h; active compounds read low; activity change, % at 57.5 µM; 360,000 compounds, 4.7% hits; AID 743279, 2014; in the data active = activity change below about -50%; inconclusive = mostly about -30% to -49%; note: % is set by controls: 0 for no effect and ±100 for the full control effect
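THP-1 cells pretreated 1 hr with compounds (up to 57.5 uM final), then stimulated with LPS (250 ng/mL final) plus ATP (1.25 mM final); secreted IL-1B measured by AlphaLISA after 16 hr, decreased signal indicating inhibition.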
MCF10A rerep – A quantitative high throughput screen for small molecules that induce DNA re-replication in MCF 10a normal breast cells. Potency, µM (doses to about 46.1 µM), without a hit: at the top dose activity, positive = re-replication, most hits filed as activators. MCF 10A DNA re-replication, Hoechst nuclear intensity, 48 h. 350,000 compounds, 2.9% hits; note: potency is the fitted concentration of half-maximal effect; % of control where 0% means no effect; nearly all actives have a fitted effect of over 50% in size
HT1080 IDH1KD tx – qHTS for induction of synthetic lethality in tumor cells producing 2HG: qHTS for the HT-1080-IDH1KD cell line | HT-1080 IDH1 knockdown viability, ATP luminescence, 48 h | Potency, µM (highest dose often 46.1 µM), for inactives: at the top dose activity, negative = toxicity, most hits filed as cytotoxic | 360,000 compounds, 2% hits | AID 686971, 2013;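 note: potency is the fitted concentration of half-maximal effect; 0% = DMSO wells and -100% = cell-free medium wells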
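In this qHTS, HT-1080 cells depleted of IDH1 are exposed for 48 h at 37 °C to compound titrations. Toxicity is scored from CellTiter-Glo luminescence, with DMSO as full viability and medium alone as none.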
Numbers without * were called inactive; i = inactive; u = inconclusive; x = no result given; [ ] = remark or other dose. Unless noted, calls come from the whole dose curve; as a rule, active = well fitted curve in the direction sought with a large enough effect; inconclusive = small, poorly fitted or top-dose-only effect, or another doubt; inactive = no such curve, though single readings can be large; an effect the other way counts as inactive or inconclusive.

SMILES | KB-3-1 cytotox | SW480 rerep | HepG2 viability | S2 tox | HT1080-NT tox | ATXN2 expr inh | IL-1B inflam inh | MCF10A rerep | HT1080 IDH1KD tx
COc1ccc(C(=O)OCC(=O)N(C)C2CCS(=O)(=O)C2)cc1Br (stereo unspecified) | -8% | -16% | -12% | i | 1% | 9% | -8 | 6% | -3%
Cc1ccc(C(=O)NC(NC(=O)c2ccc(C)cc2)c2cccc([N+](=O)[O-])c2)cc1 | -4% | 2% | -20% | i | 0% | -1% | 37 | -1% | 0%
CCCc1cc2c(=O)n(NC(=O)c3nn(C)cc3[N+](=O)[O-])c(C)nc2s1 | -5% | 0% | -15% | i | 20% | -7% | -2 | 8% | 13%
CC(C)c1ccc(CNn2cnnc2)cc1 | 4% | 11% | -13% | i | 13% | 4% | 23 | 0% | -1%
COC(F)(C(=O)Nc1ccc2c(c1)C(=O)NC2=O)C(F)(F)F (stereo unspecified) | 7% | -19% | 1% | i | 1% | -3% | 4 | -3% | 2%
O=S(=O)(Nc1cccc(-c2nc3cccnc3s2)c1)c1cccs1 | 1% | u | -21% | i | 13% | 28% | 43 | -16% | 0%
c1cnc2c(-c3cccc4nccn34)cccc2c1 | 0% | x | -1% | i | -4% | 9% | 3 | x | 0%
CC(CCC(=O)O)C1CC[C@@]2(C)C3C(=O)CC4C(C)(C)C(O)CC[C@]4(C)C3C(=O)C[C@]12C (stereo partly specified) | 5% | -1% | -1% | i | 9% | -5% | 7 | 0% | 6%
CC(C)(C)OC(=O)N1CCC[C@H]1c1nnc(SCc2ccccc2)o1 | 8% | -34%[inhibitor] | -9% | i | 3% | -13% | x | u | 12%
O=S(=O)(NCCc1ccc(F)cc1)c1cccc2cccnc12 | 0% | 0% | -4% | x | -2% | -7% | -7 | -11% | -3%
C=CCn1c(SCC(=O)N2CCN(c3ccc(F)cc3)CC2)nnc1-c1cccs1 | -10% | 8% | -19% | i | -12% | -29% | -27 | 21% | 0%
O=C(CN1C(=O)NC2(CCCC2)C1=O)OCCOc1ccc(Br)cc1 | 11% | -21% | -2% | i | 5% | 1% | -9 | 6% | 1%
CN1OC[C@@H]2CN(C(=O)NC3CCCCC3)[C@H](c3ccc(N4CCCCC4)cc3)C[C@@H]21 | 0% | x | 0% | i | 11% | 13% | -7 | x | 13%
Cc1ccc(NC(=O)CSc2nn(-c3ccccc3)c(=S)s2)cc1S(=O)(=O)N(C)C | u | -3% | -20% | i | -15% | -25% | -1 | 15% | u
COc1cccc(C(=O)NNC(=O)C(=O)Nc2cccc3ccccc23)c1 | 8% | -10% | 12% | i | -20% | 4% | -5 | 6% | -9%

An excerpt from above in order of their number in IL-1B inflam inh, lowest first.
Structure | SW480 rerep | IL-1B inflam inh
COc1cccc(C(=O)NNC(=O)C(=O)Nc2cccc3ccccc23)c1 | -10% | -5
Cc1ccc(NC(=O)CSc2nn(-c3ccccc3)c(=S)s2)cc1S(=O)(=O)N(C)C | -3% | -1
c1cnc2c(-c3cccc4nccn34)cccc2c1 | x | 3
COC(F)(C(=O)Nc1ccc2c(c1)C(=O)NC2=O)C(F)(F)F (stereo unspecified) | -19% | 4
CC(CCC(=O)O)C1CC[C@@]2(C)C3C(=O)CC4C(C)(C)C(O)CC[C@]4(C)C3C(=O)C[C@]12C (stereo partly specified) | -1% | 7
Cc1ccc(C(=O)NC(NC(=O)c2ccc(C)cc2)c2cccc([N+](=O)[O-])c2)cc1 | 2% | 37
O=S(=O)(Nc1cccc(-c2nc3cccnc3s2)c1)c1cccs1 | u | 43

Some of these compounds in order of molecular weight, rising:
SMILES | KB-3-1 cytotox | SW480 rerep | HepG2 viability | S2 tox | HT1080-NT tox | ATXN2 expr inh | IL-1B inflam inh | MCF10A rerep | HT1080 IDH1KD tx
CC(C)(C)OC(=O)N1CCC[C@H]1c1nnc(SCc2ccccc2)o1 | 8% | -34%[inhibitor] | -9% | i | 3% | -13% | x | u | 12%
O=S(=O)(Nc1cccc(-c2nc3cccnc3s2)c1)c1cccs1 | 1% | u | -21% | i | 13% | 28% | 43 | -16% | 0%
Cc1ccc(C(=O)NC(NC(=O)c2ccc(C)cc2)c2cccc([N+](=O)[O-])c2)cc1 | -4% | 2% | -20% | i | 0% | -1% | 37 | -1% | 0%

Other compounds:
SMILES | KB-3-1 cytotox | SW480 rerep | HepG2 viability | S2 tox | HT1080-NT tox | ATXN2 expr inh | IL-1B inflam inh | MCF10A rerep | HT1080 IDH1KD tx
O=C(c1ccccc1)c1ccc(OCCn2cnc3ccccc3c2=O)cc1 | u | 16% | -33% | i | u | 4% | -10 | u | u
CCOC(=O)N1CCN(c2cc(=O)n(-c3ccc(Br)cc3)c(=O)[nH]2)CC1 | 1% | -11% | -2% | i | 0% | -1% | -9 | -1% | -6%
CCOC(=O)c1ccc(NC(=O)Cn2c(=O)oc3ccccc32)cc1 | 0% | 13% | 2% | i | -2% | -2% | 36 | 4% | 7%
O=C(CSc1nc2ccccc2c(=O)n1-c1ccccc1)N/N=C/C=C/c1ccccc1[N+](=O)[O-] | -8% | 14% | -45% | u | -10% | -22% | u | 4.6µM* | -12%
CCCCCCCCN1C(=O)[C@H](CC(=O)NCCC(C)C)C[C@@]2(C(=O)OCC)CCC=C12 | -17% | x | x | x | -1% | x | 9 | x | u
Cc1ccc([N+](=O)[O-])cc1N=Nc1c(C)[nH]n(C(N)=S)c1=O | 13% | -17% | -15% | u | -4% | x | 8 | 1% | 9%
Cc1ccccc1C(=O)Oc1cc(N)n(S(C)(=O)=O)n1 | -1% | u | -14% | i | 2% | 10% | -25 | 13% | 0%
COc1ccc(CCNC(=S)NC(=O)c2cccc(Cl)c2)cc1OC | -6% | u | 0% | i | -4% | u | -18 | u | -6%
CCCn1nnc2sc3c(c2c1=O)CCC(C)C3 (stereo unspecified) | -5% | -3% | -6% | i | 6% | 42%[activator] | u | -4% | 0%
CC(=O)Nc1ccc(C(=O)OCC(=O)N2CCC(Cc3ccccc3)CC2)cc1 | -2% | -4% | -18% | i | -1% | -17% | -3 | 0% | 0%
Clc1ccc(/C(Cc2nc3ccccc3[nH]2)=N\Nc2ccccc2)cc1 | -18% | u | -28% | i | u | 35%[11.3 µM] | -84* | 8% | u
COc1ccc(C(C)(NC(C)=O)c2nc(-c3cccc(C#N)c3)cs2)cc1 (stereo unspecified) | 0% | x | -18% | i | 3% | -8% | 1 | x | 4%
Cc1ccc(Nc2cc(C)nc(N3CCOCC3)n2)cc1 | 3% | 6% | -16% | i | -26% | 43%[activator] | 17 | -3% | -4%
COc1ccc(CN2CCC(C(=O)Nc3ccc(Oc4cccnc4)cc3)CC2)cc1 | -10% | -11% | -30% | i | -1% | -12% | i | u | -13%
O=C(O)C1CN(C(=O)c2cccc(Br)c2)C1 | 13% | -2% | 2% | i | 7% | -17% | 6 | -11% | 23%
O=C(Nc1cc(Cl)cc(Cl)c1)N1CCCC1 | -13% | -1% | -2% | i | 12% | -4% | -10 | 12% | 21%
Cc1csc(-c2ccc3cc(Cl)cc(Cl)c3n2)n1 | 0% | x | 1% | i | 7% | 60%[activator] | 44 | x | 16%
O=S(=O)(/N=C(/NC(=S)Nc1ccccc1)c1ccccc1)c1ccc(Cl)cc1 | 15% | 2% | -14% | i | 0% | 69%[activator] | -14 | -2% | 2%
CCOc1ncccc1C(=O)OCC(=O)Nc1cccc(C(C)=O)c1 | -5% | -6% | 7% | u | 14% | 3% | 10 | -1% | 1%
Cn1c(=O)c(Nc2ccc(O)cc2)c2c3c(cccc31)C(=O)c1ccccc1-2 | -7% | 0% | -9% | u | -23% | -21% | u | u | -19%
CC(C)(C)C(=O)N1CCC[C@H]1C(O)(c1ccccc1)c1ccccc1 | 0% | u | -29% | u | -14% | -29% | 0 | 18% | 3%
CC(=O)c1c(C)[nH]c(C(=O)NNC(=O)COc2ccc(Cl)cc2C)c1C | 0% | -20% | -20% | i | -22% | -10% | -29 | 7.1µM* | -22%
CCC(C(=O)NCc1cccc(Br)c1)n1nc(C)c2c(C)n(-c3ccccc3)nc2c1=O (stereo unspecified) | -15% | x | -19% | u | x | u | x | x | x
CC1Cc2ccccc2N1C(=O)COC(=O)Cn1nnc(-c2ccccc2)n1 (stereo unspecified) | u | 1% | 5% | i | 13% | 2% | 14 | -10% | 9%
COc1ccc2c(c1OC)C(=O)OC2CC(=O)c1ccc(O)cc1 (stereo unspecified) | 2% | -5% | 1% | i | 0% | 1% | 17 | -5% | -6%
CCCCC(=O)N(C)c1c(CC)nc2c(OCc3ccc(Cl)cc3Cl)cccn12 | u | x | 13µM* | i | u | u | -54* | x | u
CC(C)(C)c1cc(/C=N/NC(=O)Cc2nc3ccccc3[nH]2)cc(C(C)(C)C)c1O | -4% | u | -7% | i | -7% | 2% | -1 | u | -5%
COc1ccc(-n2c(/C=C(\C)O)nc(=O)c3c(C)cc(C)nc32)cc1 | -1% | 0% | 34% | i | -1% | 5% | 13 | 2% | 4%
O=C(c1ccc(Cn2c(=O)[nH]c3ccsc3c2=O)cc1)N1CCN(c2ccccc2)CC1 | -1% | -9% | 10% | i | -5% | x | u | 4% | 6%
Cc1ccccc1NC(=O)c1cc(C(=O)c2cc(Cl)ccc2O)cn(-c2ccccc2C)c1=O | 0% | x | -35% | u | u | -29% | -8 | 23% | u

High-throughput results (PubChem BioAssay)
